CAL PDZ FP-1: CAL PDZ peptide-binding inhibitors, primary screen, biochemical, fluorescence polarization, Cer-tagged CAL PDZ, HTS; inhibition, % at 20 µM; purified CAL PDZ, TMR-peptide fluorescence polarization, 1 h; AID 504414, 2011; actives 0.02% (n = 330,000); Golgi-associated PDZ and coiled-coil motif-containing protein (Homo sapiens), Q9HD26;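 active = highest replicate inhibition of at least 40%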;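 also: plate controls were DMSO neutral control wells for no effect and unlabeled competitor peptide control wells for full effect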
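material = purified tagged CAL PDZ domain construct (CerCALP) | buffer or medium = sodium phosphate/NaCl buffer pH 7.4 with TCEP, IgG, Thesit | reagent = TMR-labelled reporter peptide T*-PRC34 bound in PDZ groove | incubation = 1 h room-temperature incubation prior to read | measured by = fluorescence polarization (mP) | evaluation = percent inhibition from loss of millipolarization | control set = unlabelled peptide and DMSO controls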
dFosB act: activators of delta FosB homodimer, primary screen, biochemical, fluorescence polarization, TAMRA-CDK5 oligo, single point; purified delta FosB; percent of positive-control signal above neutral wells; AID 493131, 2011; activation, % at 25 µM; actives 0.99% (n = 340,000); Protein FosB (Mus musculus), P13346;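 active = mean activation above about 17%, with every replicate also reaching it, limit read from the data, passing the limit was not always enough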;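 also: fluorescence polarization rise as delta FosB binds a TAMRA Cdk5 AP-1 oligo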
CAL PDZ FP-2: untagged CAL PDZ binding inhibitors, primary screen, biochemical, fluorescence polarization, HTS; Golgi-associated PDZ and coiled-coil motif-containing protein (Homo sapiens), Q9HD26; purified CAL PDZ, TMR-peptide fluorescence polarization, 1 h; inhibition, % at 24.9 µM; actives 0.92% (n = 300,000); AID 602252, 2012;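 active = mean inhibition of at least 30% with at least half of replicates also reaching 30%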;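 also: 0% = DMSO neutral control and 100% = excess unlabeled competitor peptide PRC23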
MITF TRPM1 HTS: activators of MITF-driven TRPM1 promoter reporter, primary screen, cell-based, SK-MEL-5, luciferase, single point; SK-MEL-5 TRPM1-promoter luciferase, 24 h; % of positive control, neutral wells = 0; activation, % at 12.5 µM; actives 0.75% (n = 300,000); AID 588334, 2011;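 active = mean activation of at least 80% with every replicate also reaching 80%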;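 also: 0% = neutral control wells and 100% = parthenolide positive control wells; values of inactives mirror those of a sister screen read the other way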
SR-BI HDL uptake: inhibitors of SR-BI mediated HDL lipid uptake, primary screen, ldlA[mSR-BI] cells, fluorescence, single point; Scavenger receptor class B member 1 (Mus musculus), Q61009; ldlA[mSR-BI] CHO cells, DiI-HDL uptake fluorescence, 3 h; inhibition, % at 12.5 µM; actives 0.96% (n = 320,000);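 active = mean replicate inhibition of at least 70% and a set share of replicates each scoring 70 or more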;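 also: 0% = median of neutral control wells and 100% = median of positive control wells; values of inactives mirror those of a sister screen read the other way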
SR-BI DiI-HDL act: activators of SR-BI mediated DiI-HDL uptake, primary screen, ldlA[mSR-BI] CHO cells, DiI fluorescence; 3 h; 100 = double the neutral-control signal; activation, % at 12.5 µM; actives 0.096% (n = 320,000);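 active = mean replicate activation of at least 60% and every replicate at or above 60%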;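 also: 0% = median plate neutral-control signal and 100% = twice that signal; values of inactives mirror those of a sister screen read the other way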
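material = CHO ldlA[mSR-BI] cells | medium = Ham's F12 with 0.5% BSA, HEPES 25 mM, pH 7.4 | reagent = fluorescent DiI-HDL, 10 µg/mL final | compound dosing = single-point compound dose | incubation = 3 h, 37 °C | measured by = bottom-read fluorescence, 550/595 nm | measure = HDL uptake via cellular fluorescence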
PfHsp90 yeast 2: growth inhibition of PfHsp90-expressing yeast, primary screen, antimalarial PfHsp90 inhibitor project, S. cerevisiae, BacTiter-Glo luminescence, single point, set 2. AID 504621, 2011. BacTiter-Glo ATP, 48 h; yeast lacking PDR1 and PDR3 efflux regulators. inhibition, % at 9.4 µM. actives 0.32% (n = 310,000);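 active = every replicate shows inhibition above about 80%, whatever the replicate mean, limit read from the data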;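 also: 0% = DMSO neutral controls and 100% = 20 µM radicicol positive controls; yeast relying on Plasmodium falciparum Hsp90 in place of its own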
Rtt109 HAT inh: inhibitors of C. albicans Rtt109/Vps75 HAT, primary screen, biochemical, ThioGlo CoA-SH fluorescence, plate reader. purified Rtt109/Vps75, 4 h. actives 0.16% (n = 330,000). Histone acetyltransferase RTT109 (Candida albicans (strain SC5314 / ATCC MYA-2876)), …. inhibition, % at 34.9 µM;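 active = inhibition of at least 50% in every replicate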
PvdQ acylase: P. aeruginosa PvdQ acylase inhibitors, primary screen, biochemical, fluorescence, plate reader and imaging, single point. PvdQ acylase [Pseudomonas aeruginosa LESB58]. purified PvdQ acylase. inhibition, % at 10 µM. actives 0.063% (n = 340,000); in the data active = inhibition above about 30%, passing the limit was not always enough;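 also: 0% = vehicle neutral wells and 100% = reference inhibitor wells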
NSD2 inh: NSD2 histone methyltransferase inhibitors, primary screen, biochemical, AlphaScreen, single concentration, set 2; NSD2 peptide methylation, 120 min; actives 0.54% (n = 310,000); inhibition, % at 12.5 µM; Histone-lysine N-methyltransferase NSD2 (Homo sapiens), O96028; in the data active = inhibition above about 50%
Target sequence (O96028 whole entry, looked up): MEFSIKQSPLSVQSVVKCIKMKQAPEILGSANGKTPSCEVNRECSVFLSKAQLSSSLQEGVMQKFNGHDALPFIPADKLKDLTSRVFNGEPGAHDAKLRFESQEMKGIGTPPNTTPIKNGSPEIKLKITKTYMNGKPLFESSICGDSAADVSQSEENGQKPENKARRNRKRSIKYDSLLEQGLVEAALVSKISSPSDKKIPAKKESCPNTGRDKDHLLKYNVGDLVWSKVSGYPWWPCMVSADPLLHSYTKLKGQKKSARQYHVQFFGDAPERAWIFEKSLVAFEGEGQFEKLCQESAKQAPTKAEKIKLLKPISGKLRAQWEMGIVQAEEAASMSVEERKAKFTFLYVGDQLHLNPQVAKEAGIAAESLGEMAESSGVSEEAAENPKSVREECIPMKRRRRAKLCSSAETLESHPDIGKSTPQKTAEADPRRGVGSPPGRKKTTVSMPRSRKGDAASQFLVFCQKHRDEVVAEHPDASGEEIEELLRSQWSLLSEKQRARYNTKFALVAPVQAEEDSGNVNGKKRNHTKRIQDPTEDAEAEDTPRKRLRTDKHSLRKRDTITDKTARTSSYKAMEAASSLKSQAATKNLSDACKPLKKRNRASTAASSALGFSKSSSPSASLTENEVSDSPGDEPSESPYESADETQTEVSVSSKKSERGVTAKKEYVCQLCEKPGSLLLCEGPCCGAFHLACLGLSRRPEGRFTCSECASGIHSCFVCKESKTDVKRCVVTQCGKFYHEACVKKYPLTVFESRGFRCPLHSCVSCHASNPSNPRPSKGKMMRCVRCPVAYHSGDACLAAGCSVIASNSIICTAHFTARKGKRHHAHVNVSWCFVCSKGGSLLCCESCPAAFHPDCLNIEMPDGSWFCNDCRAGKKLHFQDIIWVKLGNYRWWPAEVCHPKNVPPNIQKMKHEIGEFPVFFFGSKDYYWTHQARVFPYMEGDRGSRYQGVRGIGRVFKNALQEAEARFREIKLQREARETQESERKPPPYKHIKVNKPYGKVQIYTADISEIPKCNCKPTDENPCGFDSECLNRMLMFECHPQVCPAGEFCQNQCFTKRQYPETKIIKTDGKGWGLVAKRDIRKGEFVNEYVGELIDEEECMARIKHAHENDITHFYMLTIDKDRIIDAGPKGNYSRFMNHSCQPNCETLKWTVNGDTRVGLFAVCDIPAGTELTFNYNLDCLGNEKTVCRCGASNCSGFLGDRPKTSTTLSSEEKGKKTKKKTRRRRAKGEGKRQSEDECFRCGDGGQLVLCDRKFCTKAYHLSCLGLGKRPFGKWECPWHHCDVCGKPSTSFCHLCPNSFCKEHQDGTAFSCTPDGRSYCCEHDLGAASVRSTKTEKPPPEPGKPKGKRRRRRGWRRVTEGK
Numbers without * were called inactive; nt = no result given.

Fields – CAL PDZ FP-1 | dFosB act | CAL PDZ FP-2 | MITF TRPM1 HTS | SR-BI HDL uptake | SR-BI DiI-HDL act | PfHsp90 yeast 2 | Rtt109 HAT inh | PvdQ acylase | NSD2 inh
CCCCOc1ccc(C(=O)Nc2ccc3c(c2)C(=O)NC3=O)cc1
  0.5 | 6 | nt | 0 | nt | nt | 6 | -6 | 7 | nt
O=C(Cc1ccc(F)cc1)N[C@@H]1c2ccccc2CC[C@H]1OCc1ccccc1
  0.5 | 13 | 20 | 7 | -1 | 1 | 2 | 7 | -17 | nt
CN(C)S(=O)(=O)N1CCN(CC(O)COc2ccc3cc(Br)ccc3c2)CC1 (configuration not stated)
  -0.9 | -9 | -5 | -12 | 8 | -8 | 3 | 7 | -6 | 0
CCC(=O)c1ccc(N2CCN(S(=O)(=O)c3ccccc3)CC2)c(F)c1
  -1.3 | -10 | nt | 0 | 8 | -8 | -14 | 10 | -5 | -1
Cc1ccc(SC(c2ccccc2)C(Cn2cncn2)C(=O)c2ccccc2)cc1 (configuration not stated)
  nt | -3 | -2 | -5 | -29 | 29 | 1 | 4 | -10 | 0
Cc1ccc(-n2cc(CNCC3CC(=O)N(C4CC4)C3)c(-c3cccc(C)c3)n2)cc1 (configuration not stated)
  -2.0 | -11 | -2 | 14 | nt | nt | 25 | 0 | -13 | -1
Cc1cc(C)nc(SCC2COc3ccccc3O2)n1 (configuration not stated)
  -0.1 | -6 | 0 | 35 | 3 | -3 | -8 | -11 | 9 | -3
CCn1c(SCC(=O)Nc2ccc(S(=O)(=O)Nc3onc(C)c3C)cc2)nnc1-c1ccccc1
  -3.1 | -5 | 31* | 2 | -11 | 11 | -13 | -2 | -9 | 2
CCOc1ccc(-c2csc(C3COc4ccccc4O3)n2)cc1 (configuration not stated)
  -3.7 | -3 | nt | 75 | -13 | 13 | -3 | -15 | -9 | -1
CCCn1nnnc1NC(=O)c1cccs1
  -1.0 | 2 | 0 | nt | -14 | 14 | 1 | -4 | 5 | 25

Of the compounds above, two contain fluorine:
Fields – CAL PDZ FP-1 | dFosB act | CAL PDZ FP-2 | MITF TRPM1 HTS | SR-BI HDL uptake | SR-BI DiI-HDL act | PfHsp90 yeast 2 | Rtt109 HAT inh | PvdQ acylase | NSD2 inh
O=C(Cc1ccc(F)cc1)N[C@@H]1c2ccccc2CC[C@H]1OCc1ccccc1
  0.5 | 13 | 20 | 7 | -1 | 1 | 2 | 7 | -17 | nt
CCC(=O)c1ccc(N2CCN(S(=O)(=O)c3ccccc3)CC2)c(F)c1
  -1.3 | -10 | nt | 0 | 8 | -8 | -14 | 10 | -5 | -1

Next part.
Fields – CAL PDZ FP-1 | dFosB act | CAL PDZ FP-2 | MITF TRPM1 HTS | SR-BI HDL uptake | SR-BI DiI-HDL act | PfHsp90 yeast 2 | Rtt109 HAT inh | PvdQ acylase | NSD2 inh
Cc1nc2ccc(N=NC3=C(O)CC(C)(C)CC3=O)cc2s1
  -0.3 | -1 | -3 | 43 | -7 | 7 | -15 | 0 | 4 | 2
COc1cc(SSc2cc(OC)cc([N+](=O)[O-])c2N)c(N)c([N+](=O)[O-])c1
  1.9 | -2 | -2 | -15 | 60 | -60 | -91 | -5 | -13 | 15
CC(=O)c1ccc(S(=O)(=O)N2CCN(C(=O)CN3C(=O)NC4(CCCC4)C3=O)CC2)cc1
  -2.5 | 2 | -4 | 2 | -4 | 4 | 12 | 3 | -9 | 0
Cc1nnnn1CC(=O)Nc1ccccc1[N+](=O)[O-]
  -0.5 | 0 | 1 | -7 | -13 | 13 | -3 | 3 | -5 | -2
CC(C)(C)NC(=O)NC(=O)COC(=O)c1nc(-c2ccccc2)n(-c2cccc(C(F)(F)F)c2)n1
  -0.6 | -29 | 4 | -6 | -18 | 18 | 11 | -6 | -12 | -1
COc1ccc(/C=C/C(=O)NC(=S)Nc2ccc(S(=O)(=O)Nc3cc(C)on3)cc2)cc1
  -3.0 | -9 | -1 | 10 | -2 | 2 | -10 | 2 | 11 | 7
COCCCN1CC(=O)N2C(c3ccccc3)c3[nH]c4ccccc4c3C[C@H]2C1=O (some centres not stated)
  -0.4 | -5 | -1 | 5 | 21 | -21 | 2 | -12 | -7 | 4
O=C(NNC1=NCCCCC1)Nc1cccc(Cl)c1
  -1.4 | -3 | 0 | 37 | -12 | 12 | -3 | -37 | -12 | 1
CCn1c(COc2ccccc2)nnc1SCC(=O)NC1CCCCC1
  -0.1 | 1 | -3 | -17 | -14 | 14 | 27 | 0 | -10 | -4
COC(=O)CNC(=O)c1c(-c2c(Cl)cccc2Cl)noc1C
  -2.4 | -8 | nt | 7 | -22 | 22 | nt | 6 | -6 | -1
Cc1cc(C)c2nc(N3CCC(C(=O)NCCCN4CC(C)CC(C)C4)CC3)sc2c1 (configuration not stated)
  -1.3 | -8 | -16 | -82 | 36 | -36 | 29 | 0 | -10 | -1
CC(C)=CCC(C)(C)C1OCCN1C(=O)c1ccccc1 (configuration not stated)
  -1.6 | 3 | -2 | nt | -7 | 7 | nt | nt | 0 | -2
COc1cccc(/C=N/Nc2ncnc3scc(-c4ccccc4)c23)c1O
  -2.3 | -1 | 8 | -72 | 115* | -115 | 100* | -3 | -7 | 0
CCOC(=O)c1c(NC(=O)c2ccnn2C)sc(C)c1C
  -0.2 | 5 | -3 | -1 | nt | nt | -1 | -8 | -9 | -3
COc1ccc(Cn2c(=O)[nH]c3cc(C(=O)N4CCN(c5ccccc5OC)CC4)ccc3c2=O)cc1
  -2.5 | -4 | 0 | -16 | 23 | -23 | 8 | 3 | -5 | nt
O=S(=O)(NCc1cn2ccccc2n1)c1cccs1
  -0.2 | 0 | 4 | 25 | -10 | 10 | 2 | -1 | -1 | -1
O=C(CC1CCCCC1)NCc1cn2ccsc2n1
  -0.5 | -1 | -3 | -5 | 16 | -16 | 0 | 3 | -8 | 0
CC(=O)NC(Cc1cccc(C)c1)C(=O)NC1CCN(c2ncccc2[N+](=O)[O-])CC1 (configuration not stated)
  -3.9 | -6 | -1 | 4 | -3 | 3 | 20 | 1 | -11 | -2
NC1=NC[C@H](Cc2ccc(O)cc2)N1CCCCC1CCCCC1
  -1.6 | 3 | -4 | -39 | 3 | -3 | -12 | 13 | 0 | nt
CC(=O)C1=C(O)C(=O)N(C)C1c1ccccc1[N+](=O)[O-] (configuration not stated)
  -1.5 | -2 | -2 | nt | -15 | 15 | 2 | 3 | 1 | 4
CCOc1ccc2nc(NC(=O)COc3ccc(N(C)S(=O)(=O)c4ccc(C)cc4)cc3)sc2c1
  0.8 | 10 | 12 | 10 | 64 | -64 | -52 | -1 | -11 | -1
Cc1ccc(S(=O)(=O)N(C)c2ccc(OCC(=O)Nc3nc4c(ccc5ccccc54)s3)cc2)cc1
  0.7 | -1 | 1 | 8 | 60 | -60 | -9 | -1 | 2 | 0
O=S(=O)(Nc1ccccc1-c1ccccc1)c1ccccc1
  -0.8 | 1 | -8 | -5 | 34 | -34 | -13 | -3 | -8 | -6
O=C(CNS(=O)(=O)c1cccc(Br)c1)NCCCc1ccccc1
  -0.9 | -9 | 44* | 3 | -8 | 8 | -34 | -2 | -9 | -3
CCN(CC)CCNC(=O)c1cc(Br)c(N)cc1OC
  0.2 | 5 | -5 | 10 | -5 | 5 | -3 | -7 | -13 | nt
N#CCC(=O)Nc1ccc(C(=O)OCC(=O)c2c[nH]c3ccccc23)cc1
  -1.6 | -1 | -7 | 1 | 22 | -22 | -46 | 2 | -11 | 0
CC(=O)N1C(=O)C2(C(C#N)=C(N)Oc3c2c(C)nn3-c2ccccc2)c2ccccc21 (configuration not stated)
  -0.1 | -4 | -3 | -14 | -18 | 18 | -20 | 15 | -8 | nt
C[C@H](N)c1nnc(SCc2ccc(Cl)cc2Cl)o1
  -0.4 | 4 | nt | -1 | -1 | 1 | nt | -2 | -8 | -2
O=C(Nc1cccc(NC(=O)c2ccc(Br)cc2)c1)c1ccccc1
  0.0 | 3 | -6 | 0 | 40 | -40 | -23 | -3 | 4 | -2
CC(C)CC(=O)NNC(=S)NCc1ccco1
  -0.6 | -2 | nt | -8 | -12 | 12 | -30 | -3 | -7 | -1
CCOC(=O)N1CCN(C(=O)c2cc(-c3ccc(F)cc3)[nH]c2C)CC1
  -0.2 | -3 | -3 | nt | 29 | -29 | nt | 1 | 0 | 13
COc1ccc(NC(=O)C2CCCN(S(=O)(=O)c3ccc4c(c3)CCCN4C(C)=O)C2)cc1Cl (configuration not stated)
  -1.0 | -5 | -5 | -16 | 18 | -18 | -44 | 12 | -12 | nt
CC(C)OCCCNC(=O)c1cc2c(s1)CS(=O)(=O)C2
  -0.2 | -2 | -2 | -6 | -29 | 29 | -31 | 0 | -10 | 0
CS(=O)(=O)Nc1ccc(N2CCN(c3ccc(C(F)(F)F)cn3)CC2)nc1
  0.1 | -2 | nt | nt | -16 | 16 | 6 | -7 | -7 | -3
CCSc1nnc(-c2cccnc2)n1Cc1ccco1
  0.3 | -5 | nt | 2 | -11 | 11 | 15 | 4 | -10 | 1
CCc1ccccc1NC(=O)NCc1cccnc1
  -1.3 | 0 | -22 | -11 | 9 | -9 | 3 | -2 | -21 | 0
Cc1cc(C(=O)NNC(=O)c2sccc2C)c(C)o1
  -2.1 | 2 | -1 | 54 | -13 | 13 | nt | 6 | -12 | -2
CCN(CC)/C(Sc1ccccc1)=C(\C(Cl)=C(Cl)Cl)[N+](=O)[O-]
  -2.9 | -5 | -1 | -8 | -11 | 11 | 3 | 5 | 7 | 14
Cc1ccc(C)n1-c1ccc(C(=O)Nc2ccccc2F)cc1
  -1.9 | -10 | -1 | 79 | 45 | -45 | -9 | -8 | -14 | 2
OC1CCN(C(=S)Nc2ccc(Oc3ccccc3)cc2)CC1
  0.3 | -10 | -3 | 28 | -2 | 2 | 3 | 0 | 0 | 2
Cc1cccc(-c2nsc(SCC(=O)c3ccc(Cl)cc3)n2)c1
  0.1 | 2 | -3 | 1 | 6 | -6 | 4 | -5 | 17 | -1

Screening results (PubChem BioAssay)
